TR-FRET SRC-2 ct – flags TR-FRET format artefacts in PPARgamma SRC-2 recruitment agonist screen. AID 1049. 200,000 tested, 0.4% active. TR-FRET ratio at 8 µM. TR-FRET artefact counter-screen; active compounds read high; in the data active means TR-FRET ratio above about 2000; further: inactives centre near 1500; reference of the scale not given here
TNAP act hi DEA – increases human TNAP activity under high phosphate acceptor concentration; P05186; purified TNAP, CDP-star luminescence, 1 M DEA, 30 min; active compounds read high; 0 = EDTA background, 1 = DMSO-only activity; activation factor at 20 µM; 200,000 tested, under 10 active; AID 1136;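 active means activation factor at least 2 at 20 µM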
Target sequence (P05186 whole entry, looked up): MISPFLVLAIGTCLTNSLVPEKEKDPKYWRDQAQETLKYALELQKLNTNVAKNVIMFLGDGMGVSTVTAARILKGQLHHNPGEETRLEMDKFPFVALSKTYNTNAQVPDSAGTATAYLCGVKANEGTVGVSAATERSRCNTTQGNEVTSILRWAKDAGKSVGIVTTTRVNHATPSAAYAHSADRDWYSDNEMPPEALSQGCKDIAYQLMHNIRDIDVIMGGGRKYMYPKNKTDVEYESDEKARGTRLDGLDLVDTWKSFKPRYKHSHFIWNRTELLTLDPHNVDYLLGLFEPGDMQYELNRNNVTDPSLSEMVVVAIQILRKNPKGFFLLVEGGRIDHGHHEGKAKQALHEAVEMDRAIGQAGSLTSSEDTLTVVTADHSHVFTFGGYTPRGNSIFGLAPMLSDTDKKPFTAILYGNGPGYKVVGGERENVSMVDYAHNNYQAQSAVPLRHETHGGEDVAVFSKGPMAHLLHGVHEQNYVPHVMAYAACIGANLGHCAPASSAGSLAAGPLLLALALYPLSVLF
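Test system – human TNAP · Doses – 20 µM single point · Incubation – 30 min, room temperature · Signal – luminescent substrate turnover signal · Read-out basis – activation factor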
TNAP inh no acc – blocks human TNAP activity with no phosphate acceptor present; inhibition, % at 20 µM; purified TNAP, CDP-star luminescence, 30 min; AID 1012; P05186; 200,000 tested, 0.26% active;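 active means tissue-nonspecific alkaline phosphatase inhibition above about 50% at 20 µM in the single-dose screen, limit read from the data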;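 further: 0% = DMSO negative control and 100% = EDTA positive control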
PPARg SRC-1 ag – agonists of human PPARgamma SRC-1 coactivator recruitment; P37231; 200,000 tested, 0.41% active; PPARgamma-SRC-1 coactivator recruitment biochemical assay; activation, % at 8 µM; in the data active means activation above about 19%;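 further: 0% = DMSO and 100% = reference agonist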
Target sequence (P37231 whole entry, looked up): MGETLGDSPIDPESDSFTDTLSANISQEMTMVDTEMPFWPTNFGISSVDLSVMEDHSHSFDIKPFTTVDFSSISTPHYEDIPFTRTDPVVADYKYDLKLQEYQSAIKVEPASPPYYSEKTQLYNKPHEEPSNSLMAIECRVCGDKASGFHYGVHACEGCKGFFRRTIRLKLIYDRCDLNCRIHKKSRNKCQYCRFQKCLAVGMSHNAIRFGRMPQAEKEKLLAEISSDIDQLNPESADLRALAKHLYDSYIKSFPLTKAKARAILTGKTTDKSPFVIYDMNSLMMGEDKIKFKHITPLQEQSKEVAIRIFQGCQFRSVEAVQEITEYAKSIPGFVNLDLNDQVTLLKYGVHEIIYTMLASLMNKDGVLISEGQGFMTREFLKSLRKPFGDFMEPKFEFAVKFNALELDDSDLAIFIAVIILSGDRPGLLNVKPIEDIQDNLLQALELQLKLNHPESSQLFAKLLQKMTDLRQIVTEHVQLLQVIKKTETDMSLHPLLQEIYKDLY
PPARg SRC2 recr – promotes SRC-2 coactivator recruitment by human PPARgamma; 200,000 tested, 0.34% active; activation, % at 8 µM; AID 1032; P37231; PPARgamma LBD-SRC-2 recruitment, biochemical; in the data active means activation above about 22%;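 further: 0% = vehicle and 100% = reference agonist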
bIAP inh – intestinal alkaline phosphatase (bovine) inhibition; purified bovine IAP, CDP-star luminescence, 30 min; inhibition, % at 20 µM; 190,000 tested, under 10 active; AID 1019;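 active means over 50% inhibition of intestinal alkaline phosphatase at 20 µM in the single-dose screen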
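Incubation: 30 min reaction at room temperature / Material: purified bovine intestinal alkaline phosphatase (IAP) enzyme / Input: enzyme at 1/65,000,000 dilution / Dosing: 20 µM single dose / Signal: CDP-star luminescence signal / Reagent: CDP-star chemiluminescent phosphatase substrate, 30 µM final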
TNAP inh hiacc – TNAP (human) inhibition, high acceptor | P05186 | purified TNAP, CDP-star luminescence, 1 M DEA | inhibition, % at 20 µM | 200,000 tested, 0.03% active;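 active means over 50% inhibition of tissue-nonspecific alkaline phosphatase at 20 µM in the single-dose screen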;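 further: plate controls were DMSO wells for no effect and EDTA-quenched wells as full inhibition for full effect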
PPARg SRC-3 ag – agonists of human PPARgamma SRC-3 coactivator recruitment; biochemical PPARgamma/SRC-3 coactivator recruitment assay; P37231; AID 731; activation, % at 8 µM; 200,000 tested, 0.26% active; in the data active means activation above about 23%;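 further: 0% = DMSO and 100% = reference agonist; some compounds past the cut are filed as inactive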
HMGR II inh – blocks class II HMG-CoA reductase of Enterococcus faecalis. purified E. faecalis HMGR, NADPH absorbance 340 nm kinetic. inhibition, % at 10 µM. 190,000 tested, 0.41% active. AID 1066;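 active means inhibition above a set limit, the median over all tested compounds plus 3 SD, cut at about 9.5% in these data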;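 further: enzyme runs in reverse so mevalonate oxidation gives rising NADPH absorbance; 0% = complete reaction with DMSO and 100% = background rate lacking mevalonate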
bIAP activator – intestinal alkaline phosphatase (bovine) activation; AID 1016; 200,000 tested, 0.17% active; activation factor at 20 µM; purified bovine IAP, CDP-star luminescence, 30 min; active compounds read high; fold of DMSO-control signal, blank-subtracted;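 active means activation factor of 2 or more at 20 µM, a signal rise over negative controls twice the positive control's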
* hit, by the source's call; · = not tested or not shown.

SMILES	TR-FRET SRC-2 ct	TNAP act hi DEA	TNAP inh no acc	PPARg SRC-1 ag	PPARg SRC2 recr	bIAP inh	TNAP inh hiacc	PPARg SRC-3 ag	HMGR II inh	bIAP activator
COc1cc(OC)cc(C(=O)NC2CCN(C(=O)N3c4ccccc4Sc4ccccc43)CC2)c1	1578	1.1	-15	-4	2	-17	-10	-3	-2	1.2
CCCCCCC(=O)NCC(=O)OCC(=O)c1ccccc1	1465	1.1	-10	-1	4	8	-9	-4	-1	0.9
O=c1nc2ccccc2c2n1CC(CN1CCN(c3ccc(F)cc3)CC1)N2 (stereo not given)	1355	1	3	1	4	10	-4	-9	5	0.9
O=C(Nc1ccc([N+](=O)[O-])cc1)c1ccc(Cn2cc([N+](=O)[O-])cn2)cc1	1607	1	-6	1	2	-7	-5	3	-7	1.1
COCC(=O)Nc1ccc(C)c(Cl)c1	1509	1	-2	-5	5	10	2	-7	-4	0.9
Cc1ccc(OCC(=O)N/N=C\c2cn(C)c3ccccc23)c([N+](=O)[O-])c1	1527	1.1	-8	2	1	1	-8	9	2	1
N#CC1=C(N)C2=CCCC[C@H]2[C@H](c2ccccc2)C1(C#N)C#N	1688	1	-3	2	7	-11	-1	5	-2	1.1
O=C(CSc1nncs1)NCc1ccc2c(c1)OCO2	1593	1	-6	-1	-1	8	0	2	·	0.9
O=C(CN(c1ccccc1F)S(=O)(=O)c1ccccc1)NC1CCCCCC1	1551	1.1	-8	5	4	15	-5	4	-2	0.8
CC(=O)OCC1=C(C(=O)O)N2C(=O)C(NC(=O)c3ccc(COc4c(C)cccc4Cl)o3)C2SC1 (stereo not given)	1550	1	-2	1	4	-3	2	-1	-2	1

Only TNAP act hi DEA and PPARg SRC-1 ag, for 6 of the compounds above:
molecule,TNAP act hi DEA,PPARg SRC-1 ag
COCC(=O)Nc1ccc(C)c(Cl)c1,1,-5
Cc1ccc(OCC(=O)N/N=C\c2cn(C)c3ccccc23)c([N+](=O)[O-])c1,1.1,2
N#CC1=C(N)C2=CCCC[C@H]2[C@H](c2ccccc2)C1(C#N)C#N,1,2
O=C(CSc1nncs1)NCc1ccc2c(c1)OCO2,1,-1
O=C(CN(c1ccccc1F)S(=O)(=O)c1ccccc1)NC1CCCCCC1,1.1,5
CC(=O)OCC1=C(C(=O)O)N2C(=O)C(NC(=O)c3ccc(COc4c(C)cccc4Cl)o3)C2SC1 (stereo not given),1,1

(listing goes on)
SMILES	TR-FRET SRC-2 ct	TNAP act hi DEA	TNAP inh no acc	PPARg SRC-1 ag	PPARg SRC2 recr	bIAP inh	TNAP inh hiacc	PPARg SRC-3 ag	HMGR II inh	bIAP activator
COc1cccc(CNCCO)c1OCc1ccc(Cl)cc1	1444	1.1	-12	-1	-2	7	-6	3	-1	0.9
Cc1ccc(S(=O)(=O)NC(CN2CCOCC2)=NCCNS(=O)(=O)c2ccccc2)cc1	1506	1.1	-6	-7	3	0	-8	-17	-2	1
O=C(NCc1n[nH]c(=S)n1-c1cccc(Cl)c1)c1cccs1	1414	1	3	-5	2	-14	-2	9	-4	1.1
CCc1ccc2[nH]c(=O)c(CN(Cc3ccc(F)cc3)C(c3nnnn3CCN3CCOCC3)C(C)C)cc2c1 (stereo not given)	1414	1	27	3	0	-17	1	7	1	1.2
COc1ccc(NC(=O)CCN2CCN(S(=O)(=O)c3cc(Cl)ccc3Cl)CC2)cc1	1509	1	-10	-3	4	-8	-4	-4	-2	1.1
COCCN=c1scc(-c2ccccc2)n1/N=C/c1c[nH]c2ccccc12	1500	1	-52	-1	-1	12	1	-2	6	0.9
N#CCSc1n[nH]c2nc3c(c(=O)n12)C1(CCCC1)Cc1ccccc1-3	1525	1	-4	7	8	6	-2	9	-5	0.9
C=CCOc1c(CNC2CCCC2)cc(Cl)cc1OC	1588	1	-4	5	4	-6	-4	4	-3	1.1
O=C(CS(=O)(=O)c1ccccc1)NC1CCCCC1	1591	1	-8	0	4	-15	-4	4	-4	1.2
Cc1cccc(-n2ncc(C#N)c2N)c1	1497	1.1	-10	0	-2	12	-6	-7	2	0.9
COc1cc(OC)cc(-c2nc(N)n[nH]2)c1	1545	1.1	-14	8	2	6	-10	9	-3	0.9
CCOc1ccccc1OCCCC(=O)NC1CCCc2ccccc21 (stereo not given)	1471	1	-7	1	-1	9	3	-6	0	0.9
COc1ccc2oc(=O)c(-c3csc(Nc4cccc(O)c4)n3)cc2c1	1557	1	-12	13	-4	6	3	2	-4	0.9
COc1ccc(CNC(=O)CN2C(=O)CC(c3ccccc3)=Nc3ccccc32)cc1	1590	1.1	-7	5	9	10	-7	2	-7	0.9
CSc1cccc(CN2CCN(CCc3ccccc3)C(CCO)C2)c1 (stereo not given)	1385	1.1	-9	1	7	-11	-7	-6	-5	1.1
COc1ccc(/C(C)=N/NC(=O)c2ccccc2N)cc1	1612	1.1	-19	-4	3	-5	-6	2	1	1.1
COc1ccc(/C=C2\CCCC(C(=O)C(F)(F)F)=C2O)cc1OC	1432	1	1	0	4	-8	1	8	3	1.1
COc1ccccc1C(N)=S	1599	1	-12	0	8	5	1	0	-3	1
O=C(c1cnc2sccn2c1=O)N1CCCc2ccccc21	·	1	-3	·	·	10	-2	·	·	0.9
Cc1cccc(NC(=O)Cn2nc(C(F)(F)F)cc2C2CC2)c1	1448	1.1	-6	0	1	19	-6	-8	2	0.8
CCOc1ccc(C(O)c2nccn2Cc2ccccc2)cc1 (stereo not given)	1606	1	4	-2	3	-15	-4	5	-10	1.1
COC(=O)C(Cc1ccc(O)cc1)NC(=O)c1ccccc1OC (stereo not given)	1771	1	-6	12	8	-4	-2	-2	-5	1
COc1ccc(CCN(C)C(=O)c2ccc(S(=O)(=O)NCc3ccco3)cc2)cc1OC	1554	1	-10	1	4	·	-5	2	-2	0.4
CC(C)(C)C(=O)Nc1ccc(C(=O)N/N=C/c2ccccc2OC(=O)c2ccc(Cl)cc2)cc1	1671	1	-11	0	4	-33	-3	0	1	1.3
O=C(c1ccccc1NS(=O)(=O)c1ccc(F)cc1)N1CCCC1	1570	1.1	-14	-2	-3	14	-8	4	2	0.9
CCOC(=O)C(=CNc1cccc(C)n1)C(=O)OCC	1783	1	0	4	8	-1	3	16	2	1
COc1ccc(Cc2nnc(NC(=O)c3cccs3)s2)cc1	1445	1.1	-13	6	10	5	-9	-1	-3	1
S=c1[nH]nc(-c2ccccn2)n1/N=C/c1ccc(-c2ccccc2Cl)o1	1636	1	-25	4	12	27	4	6	-1	0.7
O=[N+]([O-])c1cccc(/C=N/n2cnnc2)c1O	1485	0.8	14	-4	-12	12	15	-5	-3	0.9
COc1nc(-c2ccccc2)ncc1S(=O)(=O)c1ccccc1	1538	1	-1	4	3	5	-3	5	0	0.9
CCN(CCCNC(=O)CSc1cc(=O)n(C)c2cc(Cl)ccc12)Cc1ccccc1	2600*	1	0	55*	26*	-17	4	42*	-3	1.2
Cc1ccc(CC(=O)Nc2nncs2)cc1	1598	1	-8	3	3	2	-3	8	-4	1
O=c1ccccn1CCOc1ccccc1Cl	1527	1	-4	7	-1	2	4	1	2	1
COc1cccc(N/C(SCc2cccc([N+](=O)[O-])c2)=C(/C#N)C(N)=O)c1	1695	1	-2	2	4	-17	-1	1	-3	1.2
CN1CCN(NS(=O)(=O)c2ccc(Cl)s2)CC1	1746	1	-10	5	3	-3	0	1	1	1
O=C(Nc1ccccc1)c1ccc(NCc2ccco2)c(S(=O)(=O)N2CCOCC2)c1	1806	1	-6	4	14	-16	-1	6	-1	1.2
O=C(O)CCC(NC(=O)OCc1ccccc1)C(=O)O (stereo not given)	1540	1.1	-11	-5	2	13	-6	-4	1	0.9
CC1CSc2nc3sc4c(c3c(=O)n21)CCCC4 (stereo not given)	1484	1.1	-3	7	7	10	-8	12	-3	0.9
CCOC(=O)c1cc(C#N)c(NCc2ccccc2)nc1C	1560	1.1	-13	8	6	11	-8	6	2	0.9
CC(C)=CCN1CCN(CCCn2cccn2)CC1CCO (stereo not given)	1633	1.1	-8	3	-3	1	-6	-2	-1	1

A stretch from further up, as a working copy:
SMILES	TR-FRET SRC-2 ct	TNAP act hi DEA	TNAP inh no acc	PPARg SRC-1 ag	PPARg SRC2 recr	bIAP inh	TNAP inh hiacc	PPARg SRC-3 ag	HMGR II inh	bIAP activator
CCN(CCCNC(=O)CSc1cc(=O)n(C)c2cc(Cl)ccc12)Cc1ccccc1	2600*	1	0	55*	26*	-17	4	42*	-3	1.2
Cc1ccc(CC(=O)Nc2nncs2)cc1	1598	1	-8	3	3	2	-3	8	-4	1

Further records.
SMILES	TR-FRET SRC-2 ct	TNAP act hi DEA	TNAP inh no acc	PPARg SRC-1 ag	PPARg SRC2 recr	bIAP inh	TNAP inh hiacc	PPARg SRC-3 ag	HMGR II inh	bIAP activator
CC(C)(C)Cc1nnc(NC(=O)c2cc(-c3ccccc3)nc3ccccc23)s1	1438	1.1	-4	0	6	-7	-8	-1	0	1.1
COc1ccc(/C(C)=N/NC(=O)c2nc(C)cc(C)n2)cc1	1657	1.1	-5	0	5	-30	-6	7	0	1.3
CCc1ccccc1Nc1nc(N)nc(COC(=O)c2cccn2C)n1	1612	1.1	-4	-3	4	-2	-11	-2	-9	1
CCN1CCN(/C=N/c2nc(C)cs2)CC1	1630	1.1	-5	1	-1	1	-7	-7	-8	1
O=C(CSc1ccc2ccccc2c1)NCCc1ccc(O)c(O)c1	1617	1	54*	14	1	2	-2	0	-2	1
COc1ccc(NC(=O)CSC2=NC(=O)CC(C)=N2)cc1	1521	1	-4	-4	-1	-8	0	-4	1	1.1
COc1ccc(OC)c(C(=O)C2COC(=O)C2)c1 (stereo not given)	1433	1	-6	0	-10	14	-1	-11	0	0.9
Cc1ccc(C)c(NC(=S)NCCN2CCOCC2)c1	1639	·	·	0	-1	·	·	2	·	·
CN1CC2(Cc3c1ccc1ccccc31)C(=O)OC(C)(C)OC2=O	1429	1	-8	-7	-1	10	-2	2	1	0.9
COCCN1C(=O)c2ccccc2C(C(=O)Nc2ccc3c(c2)OCCO3)C1c1ccc(F)cc1 (stereo not given)	1738	1	3	0	8	0	-3	3	-5	1
COc1ccc([N+](=O)[O-])cc1NC(C)C	1526	1	-4	-6	0	18	3	0	-1	0.8
O=C(NCC1(c2ccccc2)CCCC1)c1ccc(Br)cc1	1558	1	-2	0	2	-15	3	2	-5	1.2
CCCCOC(=O)c1nc[nH]c1C(=O)OCCCC	1558	1	-31	0	-5	-24	0	0	19*	1.2
CCN1CCN(Cc2nc3c(c(=O)[nH]c(=O)n3C)n2Cc2ccccc2Cl)CC1	1529	1	-2	6	-1	-2	-2	8	·	1
COc1cc(/C=C(/C#N)c2nc3ccccc3c(=O)[nH]2)ccc1O	1604	0.8	17	3	-1	-6	21	6	-5	1.1
COc1ccc(N2CCN(C(=O)CSc3nnnn3-c3ccc4c(c3)OCCO4)CC2)cc1	1529	1.1	-11	4	-5	6	-9	3	-3	0.9
Cc1nnc(N(C)C(=O)c2ccc3c(c2)OCO3)s1	1548	1.1	-13	-9	-7	-6	-9	-2	-4	1.1
CCOC(=O)c1ccc(N2Cc3ccccc3C2=NC(=O)c2cccs2)cc1	1529	1	-10	-2	4	7	2	8	-5	0.9
CC(Sc1nc(N2CCOCC2)nc(N2CCOCC2)n1)C(=O)Nc1ccccc1 (stereo not given)	1680	1	-14	0	5	-2	-2	0	-1	1
CC12COC3(C(N)=O)CC1CCC32C (stereo not given)	1610	1	-12	2	-4	2	-2	1	0	1
Cc1ccccc1N(C)S(=O)(=O)c1ccc2[nH]cc(C(=O)NCC3CCCO3)c(=O)c2c1 (stereo not given)	1683	1	-4	5	4	-4	0	3	4	1
